D2 agonist = agonists of human D2 dopamine receptor. HEK293 T-REx D2 cells, calcium flux agonist mode. P14416. actives 0.53% (n = 340,000). activation, % at 2 µM;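 active = activation over 3 SD above normal in the single-dose calcium agonist read, cut at about 30% in these data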; also: 0% is about no effect
Target sequence (P14416 whole entry, looked up): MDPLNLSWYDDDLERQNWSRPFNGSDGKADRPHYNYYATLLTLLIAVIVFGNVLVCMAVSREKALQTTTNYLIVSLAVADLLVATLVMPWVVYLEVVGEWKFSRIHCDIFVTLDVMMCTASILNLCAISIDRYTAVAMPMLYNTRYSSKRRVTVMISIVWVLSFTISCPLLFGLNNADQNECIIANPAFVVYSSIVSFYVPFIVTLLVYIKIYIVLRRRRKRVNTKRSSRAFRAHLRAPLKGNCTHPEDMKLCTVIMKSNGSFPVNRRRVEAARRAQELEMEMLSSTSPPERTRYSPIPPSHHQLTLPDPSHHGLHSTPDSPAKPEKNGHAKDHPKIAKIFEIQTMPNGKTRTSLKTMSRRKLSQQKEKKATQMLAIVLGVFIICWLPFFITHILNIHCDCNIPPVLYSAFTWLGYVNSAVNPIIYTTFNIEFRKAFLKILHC
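Tetracycline-induced HEK293 T-REx cells with force-coupled D2 receptor, plated overnight at 30 C, loaded with no-wash calcium dye. After a 10 s baseline, compound was pin-added and calcium flux read kinetically for 180 s; calcium rises flagged agonists.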
Pin1 inhibitor = human Pin1 inhibition; Q13526; Pin1 FP peptide displacement, HiFluor488, 10 min; Potency, µM (highest dose often 115 µM), for inactives: top-dose activity, negative = inhibition, actives largely listed as inhibitors; actives 0.009% (n = 390,000); AID 504891; active = well fitted inhibition curve with a large enough effect in the polarisation, with a control signal flat, not every such curve was filed as active; inconclusive = small, poorly fitted or top-dose-only effect, or effect the other way, or a change in a side signal; inactive = no such curve, though single readings can be large or run the other way; the % refers to the polarisation; also: potency is read from the fitted curve at half-maximal effect; % is scaled to controls: 0 for no effect and ±100 for the full control effect
Target sequence (Q13526 whole entry, looked up): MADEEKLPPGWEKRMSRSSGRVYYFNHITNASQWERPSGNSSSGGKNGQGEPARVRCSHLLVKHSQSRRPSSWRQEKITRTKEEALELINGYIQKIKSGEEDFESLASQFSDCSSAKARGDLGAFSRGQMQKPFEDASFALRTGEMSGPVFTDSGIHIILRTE
D2 antag = antagonists of human D2 dopamine receptor | inhibition, % at 10 µM | HEK293 TREx D2 cells, calcium flux, dopamine EC80 | actives 2% (n = 340,000) | AID 485344; in the data active = inhibition above about 30%; also: 0% is about no effect
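Tetracycline-induced HEK293 TREx cells expressing D2 receptor forced-coupled to calcium signalling, loaded with no-wash calcium dye. Compounds added and calcium flux read 180 s, then dopamine added at EC80 and read a further 180 s.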
rTrxR1 inhibitor = rat TrxR1 inhibition | recombinant rTrxR1, NADPH fluorescence consumption, selenite substrate | actives 1% (n = 390,000) | O89049 | Potency, µM (series often up to 114 µM), for inactives: top-dose activity change, negative = inhibition, actives largely listed as inhibitors; also: potency is read from the fitted curve at half-maximal effect; % is scaled to controls: 0 for no effect and ±100 for the full control effect; nearly all actives have a fitted effect of over 65% in size
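Rat TrxR1 (90 nM in the dispensed reagent) was pre-reduced with 400 uM NADPH for 5 min at room temperature, then incubated with compound for 15 min. After 400 uM selenite was added, NADPH fluorescence (Ex 340/Em 450 nm) was followed for 8 min.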
IDH1 R132H inh = human IDH1 R132H inhibition; Potency, µM (top dose mostly 76.6 µM), inactives show at the top dose activity change, negative = inhibition, hits mostly inhibitors; IDH1-R132H enzyme, NADPH consumption, diaphorase/resazurin fluorescence; AID 602179; actives 0.093% (n = 390,000); O75874; also: potency is read from the fitted curve at half-maximal effect; % is scaled to controls: 0 for no effect and ±100 for the full control effect; nearly all actives have a fitted effect of over 65% in size
Target sequence (O75874 whole entry R132H, stated change not applied): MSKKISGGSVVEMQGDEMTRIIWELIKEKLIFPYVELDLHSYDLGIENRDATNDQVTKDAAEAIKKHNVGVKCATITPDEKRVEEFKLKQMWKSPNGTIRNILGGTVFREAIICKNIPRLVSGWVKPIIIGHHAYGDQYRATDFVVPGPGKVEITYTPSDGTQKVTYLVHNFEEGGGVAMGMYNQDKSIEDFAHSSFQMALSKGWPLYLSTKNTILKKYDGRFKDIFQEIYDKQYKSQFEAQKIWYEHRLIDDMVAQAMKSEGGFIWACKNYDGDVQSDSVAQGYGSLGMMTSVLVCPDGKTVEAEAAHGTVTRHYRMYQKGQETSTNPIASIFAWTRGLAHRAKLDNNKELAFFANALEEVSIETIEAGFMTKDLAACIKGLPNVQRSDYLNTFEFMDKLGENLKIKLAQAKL
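IDH1-R132H (0.5 ug/mL dispensed) in pH 7.5 Tris buffer was preincubated 30 min with compound, then given a substrate mix of 0.016 mM NADPH and 2 mM alpha-KG for 80 min at room temperature; remaining NADPH was read by diaphorase/resazurin fluorescence.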
TRHR enhancer = allosteric enhancers of human TRH receptor; TRHR cells, fluo-8 calcium fluorescence, EC20 TRH enhancement; enhancement, % at 2 µM; actives 0.66% (n = 360,000); AID 493056; in the data active = enhancement above about 30%; also: 0% is about no effect
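TRHR-expressing cells loaded with fluo-8 calcium dye were read kinetically (ex 480/em 530) during compound addition, then stimulated with an EC20 of TRH (10 nM final). Enhancement of the Gq-mediated intracellular calcium response was scored.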
TRHR agonist = activates the human TRH receptor. TRHR cells, calcium flux fluo-8, FDSS agonist mode. activation, % at 2 µM. actives 0.18% (n = 360,000). AID 493084; in the data active = activation above about 30%; also: 0% is about no effect
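In this calcium-flux screen, cells bearing human TRHR are dye-loaded with fluo-8, baselined for 10 cycles, then exposed to library compounds; positive kinetic calcium responses during the agonist phase mark hits, with TRH as control.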
USP1 inh = blocks the human USP1/UAF1 deubiquitinase complex. Potency, µM (titrated, usually from 57.1 µM), inactives show at the top dose activity change, negative = inhibition, hits mostly inhibitors. actives 0.23% (n = 390,000). O94782. recombinant USP1/UAF1, Ub-Rhodamine cleavage fluorescence; also: potency is read from the fitted curve at half-maximal effect; % is scaled to controls: 0 for no effect and ±100 for the full control effect; nearly all actives have a fitted effect of over 60% in size; inactives centre near -12
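USP1/UAF1 complex (1 nM) preincubated 15 min at room temperature with compound, then Ub-Rho substrate (150 nM final) added. Kinetic fluorescence at 480/540 nm over 6 reads at 60 s intervals; 50 mM HEPES pH 7.8, 0.5 mM EDTA, 0.1 mg/ml BSA, 1 mM TCEP, 0.01% Tween-20.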
TrxR1 substrate = rat thioredoxin reductase 1 substrate activity | O89049 | purified TrxR1 substrate turnover, NADPH consumption readout | Potency, µM (top dose mostly 114 µM), without a hit: at the highest dose activity change, negative = substrate turnover | actives 0.01% (n = 390,000); also: potency is read from the fitted curve at half-maximal effect; % is scaled to controls: 0 for no effect and ±100 for the full control effect; nearly all actives have a fitted effect of over 50% in size
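Rat TrxR1, dispensed at 90 nM, was prereduced with 400 uM NADPH (final) for 5 min at ~22 deg C, then incubated with compound 15 min before 400 uM selenite. A first-read NADPH fluorescence drop versus no-compound background flagged substrates.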
Active calls of the source: *; u = inconclusive; x = no result given; [ ] = remark or other dose. Unless noted, calls follow the shape of the dose curve; as a rule, active = well fitted inhibition curve with a large enough effect; inconclusive = small, poorly fitted or top-dose-only effect; inactive = no such curve, though single readings can be large or run the other way. The list is partial; rates above refer to the full screens.

SMILES	D2 agonist	Pin1 inhibitor	D2 antag	rTrxR1 inhibitor	IDH1 R132H inh	TRHR enhancer	TRHR agonist	USP1 inh	TrxR1 substrate
COc1ccc(/C=N/NC(=O)COc2ccc3ccccc3c2)c(C(=O)O)c1OC	0.6	1%	7	0%[57.1 µM]	5%	0	0.5	-7%	7%[57.1 µM]
COC(=O)C1CCN(c2cc(=O)n(-c3ccccc3Cl)c(=O)[nH]2)CC1	-0.4	-15%	1	u	-2%	10	1.2	-12%	6%
COc1ccc(CNC(=O)c2ccc3c(c2)N(Cc2ccccc2F)C(=O)c2ccccc2S3(=O)=O)cc1	1.7	15%	x	44%[activator]	-1%	-11	1.1	-14%	1%
O=C(Nc1ccc(F)cc1F)c1ccc(-n2cccn2)c([N+](=O)[O-])c1	0.1	1%	-10	-39%	16%	12	0.3	-16%	7%[57.1 µM]
O=C(CCc1nc2ccccc2s1)Nc1cccnc1	0.7	0%	2	22%	-10%	4	0.2	-15%	-3%
CNC(=O)C1CCC(Cn2c(=O)c3sccc3n(Cc3ccccc3)c2=O)CC1 (centres undefined)	-1.1	-7%	x	18%[57.1 µM]	-6%	-1	0.1	-12%	10%[57.1 µM]
CCCOc1ccc(N2C(=O)CC(N3CCC(C(=O)OCC)CC3)C2=O)cc1 (centres undefined)	0.0	-1%	9	-4%	3%	-3	0.2	-4%	9%
CCCCn1c(N)c(N(CCOC)C(=O)COC(=O)COc2ccccc2C#N)c(=O)[nH]c1=O	-0.5	-7%	-12	-8%	1%	-2	-0.1	0%	-5%
CCN(CC)S(=O)(=O)c1ccc(C(=O)NCCOC(=O)c2ccc(F)cc2F)cc1	-0.8	-4%	-17	17%	3%	9	-0.7	9%	-1%
Brc1ccccc1OCCCOc1cccc2cccnc12	2.4	u	-4	2%	6%	0	0.0	-9%	-6%
CC(C)CC(=O)Nc1ccc2nc(SCC(=O)N3CCOCC3)sc2c1	-2.1	3%	x	5%	11%	0	0.9	-15%	-4%
COc1ccc(C2=Nn3c(C)nnc3SC2)cc1	0.9	2%	-1	15%	0%	2	-0.5	-11%	40%[activator]
O=C(Nc1ccccc1Cc1ccccc1)C1CC(=O)N(c2ccc3c(c2)OCCO3)C1 (centres undefined)	-0.5	14%	7	-3%	11%	-5	-0.2	2%	-3%
COC(=O)c1ccc(-n2cnc(Cl)n2)c(F)c1	x	-9%	x	-6%	2%	x	x	-15%	-6%
Nc1c(C(=O)OCC(=O)Nc2ccc(Cl)cc2[N+](=O)[O-])[nH]c(=O)[nH]c1=O	-0.5	2%	1	-11%	-3%	11	-0.4	-4%	-11%
NS(=O)(=O)c1ccc(CCNC2CC(=O)N(CCc3ccccc3)C2=O)cc1 (centres undefined)	1.0	4%	0	6%[57.1 µM]	10%	4	0.5	-18%	-5%[57.1 µM]
CN(C)S(=O)(=O)c1cccc(NC(=S)NCc2ccc3c(c2)OCO3)c1	0.9	2%	52*	u	-9%	34*	0.3	-14%	-17%
O=C(c1ccccc1)c1ccc2c(c1)OCCOCCOCCOCCO2	-1.5	5%	50*	18%	-4%	-7	0.0	-23%	0%
Cc1cc(C(C)(C)C)cc(C)c1Cn1c2[n+](c3ccc(C(F)(F)F)cc31)CCCCC2	-0.1	4%	-26	-6%[57.1 µM]	-10%	-4	0.2	-13%	2%[57.1 µM]
O=C(COc1ccc(Cl)cc1)NCc1nnc(SCC(=O)Nc2ccc(F)cc2F)o1	0.2	10%	10	9%	15%	-2	0.4	-15%	5%

The final two records of the part before lead into the next:
SMILES	D2 agonist	Pin1 inhibitor	D2 antag	rTrxR1 inhibitor	IDH1 R132H inh	TRHR enhancer	TRHR agonist	USP1 inh	TrxR1 substrate
Cc1cc(C(C)(C)C)cc(C)c1Cn1c2[n+](c3ccc(C(F)(F)F)cc31)CCCCC2	-0.1	4%	-26	-6%[57.1 µM]	-10%	-4	0.2	-13%	2%[57.1 µM]
O=C(COc1ccc(Cl)cc1)NCc1nnc(SCC(=O)Nc2ccc(F)cc2F)o1	0.2	10%	10	9%	15%	-2	0.4	-15%	5%
COc1ccc2nc(NC(=O)CN(c3ccc(C)cc3)S(=O)(=O)c3c(C)nn(C)c3C)sc2c1	1.0	-4%	19	-5%	-9%	2	-1.1	-12%	-9%
COc1ccc(-c2nc(N3CCCC3)[nH]c(=O)c2C#N)cc1	0.4	9%	3	10%	-2%	7	0.1	2%	0%
CCN(CC)CCN(C(=O)c1ccc(C(=O)c2ccccc2)cc1)c1nc2ccc(OC)cc2s1	0.9	-6%	-8	7%	-9%	2	0.6	-13%	-1%
Cc1cc(C)cc(NCc2cc(=O)oc3cc(C)c(O)cc23)c1	1.2	2%	-32	31%[activator]	-15%	2	0.5	-8%	1%
O=C(O)CC(Sc1n[nH]c(=S)s1)C(=O)O (centres undefined)	16	u	7	-37%	-3%	13	-0.3	-23%	-8%
O=C(CSc1n[nH]c(-c2cccs2)n1)NC1CCS(=O)(=O)C1 (centres undefined)	0.5	2%	1	27%	-5%	2	0.5	-5%	5%
c1ccc(CNc2nc(N3CCN(Cc4ccccc4)CC3)nc3ccccc23)cc1	1.6	u	-6	2%[57.1 µM]	-2%	0	-0.4	0%	-1%[57.1 µM]
Cc1cc2oc3c(c(=O)c2cc1C)C(c1ccc(C(C)C)cc1)N(c1nc(C)c(C)s1)C3=O (centres undefined)	x	-5%	x	13%	-9%	0	0.3	-22%	2%
CC(=O)NC(NC(C)=O)c1ccc(N(C)C)cc1	1.4	-1%	0	-28%	-1%	4	0.4	-11%	-18%
CCc1ccccc1NC(=S)N(Cc1cccc(C)c1)c1cccnc1	-3.3	-2%	0	15%[57.1 µM]	8%	-2	-0.1	-5%	1%[57.1 µM]
C[C@@H]1CN([C@@H](C)CO)C(=O)c2cccc(NS(C)(=O)=O)c2O[C@H]1CN(C)Cc1ccc(C(=O)O)cc1	x	3%	x	1%	17%	x	x	-19%	11%
CCN1CCN(c2ncnc3scc(-c4ccc(C)c(C)c4)c23)CC1	8.6	1%	8	2%	10%	-4	-0.8	-20%	-2%
COC(=O)[C@]1(C)N[C@H](c2ccc(-c3ccc(F)cc3)cc2)[C@@H]2C(=O)N(C)C(=O)[C@@H]21	0.7	-3%	-9	19%	3%	-6	-0.1	-22%	7%
C=CCSC1=C(C#N)C(c2ccccc2)CC(=O)N1 (centres undefined)	0.0	-2%	16	-8%	3%	2	0.0	-6%	-3%
Cc1ccc(-n2nc(C(=O)N3CCN(c4cc(C)ccc4C)CC3)c3c4ccccc4n(C)c3c2=O)cc1	15	-5%	x	25%	x	1	0.7	-25%	0%
CS(=O)(=O)N(CC(=O)NCc1ccncc1)C1CCCCC1	0.2	1%	-21	10%[57.1 µM]	11%	1	0.2	-12%	7%[57.1 µM]
Cc1cc(NS(=O)(=O)c2ccc(NC(=O)COc3cc(C)c(Cl)c(C)c3)cc2)no1	x	0%	x	14%	-11%	3	-0.5	-24%	1%
Nc1cc(S(=O)(=O)N2CCOCC2)ccc1N1CCOCC1	x	0%	x	11%	-1%	x	x	-16%	2%
Cc1nc(C(N)=O)nc2ccccc12	0.0	0%	-5	0%[57.1 µM]	14%	-1	-0.3	-16%	1%[57.1 µM]
COc1ccccc1N=C1SCC(=O)N1Cc1ccco1	-0.9	-11%	-23	4%[57.1 µM]	-2%	-5	-0.5	4%	-2%[57.1 µM]

An excerpt from above, limited to D2 agonist.
compound,D2 agonist
COc1ccc(-c2nc(N3CCCC3)[nH]c(=O)c2C#N)cc1,0.4
CCN(CC)CCN(C(=O)c1ccc(C(=O)c2ccccc2)cc1)c1nc2ccc(OC)cc2s1,0.9
Cc1cc(C)cc(NCc2cc(=O)oc3cc(C)c(O)cc23)c1,1.2
O=C(O)CC(Sc1n[nH]c(=S)s1)C(=O)O (centres undefined),16
O=C(CSc1n[nH]c(-c2cccs2)n1)NC1CCS(=O)(=O)C1 (centres undefined),0.5

The listing continues.
SMILES	D2 agonist	Pin1 inhibitor	D2 antag	rTrxR1 inhibitor	IDH1 R132H inh	TRHR enhancer	TRHR agonist	USP1 inh	TrxR1 substrate
Cc1ccc(CSc2oc(-c3cccs3)nc2S(=O)(=O)c2ccccc2)cc1	2.3	21%	x	0%	14%	-4	0.9	-10%	2%
COc1ccc(-c2[nH]ncc2CN(C)C(C)c2ccon2)cc1F (centres undefined)	0.9	6%	0	7%	6%	9	1.8	-19%	1%
COc1ccc(NC(=S)N2CCCC2)c(OC)c1	-0.2	5%	7	-8%	0%	-1	0.5	-14%	-7%
Cc1ccc(OCC(=O)Nc2ccc(S(=O)(=O)Nc3ccccn3)cc2)cc1C	-4.8	24%	-25	16%[57.1 µM]	5%	9	0.4	-9%	16%
CC(NC(=O)CCC(=O)c1cccs1)c1ccccc1 (centres undefined)	x	11%	x	-14%	2%	9	-0.4	-17%	-7%
COc1cccc(NC(=O)CSc2ccc3nnc(-c4cccnc4)n3n2)c1	0.0	1%	-8	13%	-6%	0	-0.3	-23%	-1%
Cc1sc2nc(CN3CCOCC3)nc(Cl)c2c1C	0.8	-1%	-7	-18%	8%	-3	-0.1	-6%	1%

High-throughput results deposited in PubChem by National Center for Advancing Translational Sciences (NCATS).
